# Tb PFK block: T. brucei PFK enzyme inhibition. 330,000 compounds, 0.17% hits. AID 485367. T. brucei PFK, ADP-Glo luminescence. O15648. Potency, µM (top dose mostly 57.5 µM), for inactives: at the highest dose activity, negative = inhibition, hits mostly inhibitors;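 further: potency means the concentration at half of the fitted maximal effect; 0% = uninhibited 1x PFK enzyme wells and -100% = no-enzyme wells; nearly all actives have a fitted effect of over 60% in size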
#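 ADP-Glo luminescence quantified ADP after 45 min at room temperature, with 1.25 nM T. brucei PFK, 0.1 mM ATP and 0.5 mM fructose-6-phosphate in pH 8.0 TEA buffer. qHTS titrations up to 57 µM; curves classified by quality.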
# Chronic BCR inh: blocks chronic active B-cell receptor signaling | ABC-DLBCL IkBa-CBG/CBR reporter, luminescence ratio, 4 h | Potency, µM (titrated, usually from 46.1 µM), without a hit: at the highest dose ratio change, negative = lower green/red ratio, actives largely listed as inhibitors | 340,000 compounds, 0.05% hits | AID 493014; active means well fitted inhibition curve with a large enough effect in the signal ratio, with a control signal flat, not every such curve was filed as active; inconclusive means small, poorly fitted or top-dose-only effect, or effect the other way, or a change in a side signal; the % refers to the signal ratio;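 further: potency means the concentration at half of the fitted maximal effect; plate controls were basal doxycycline-induced cells for no effect and cells given 10 µM MG132 for full effect; MG132 reads +100%, hits lower the ratio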
#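 Concentration-response series (up to 46 uM) were applied to TMD8 dual-reporter cells for 4 h at 37C with doxycycline. Green/red ratio, after filter-overlap correction, defined %Activity; red signal alone was normalised to basal cells and zero luminescence.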
# ELG1 DNA repair: inhibitors of ELG1-dependent DNA repair in HEK293T cells | Potency, µM (highest dose often 46.1 µM), for inactives: at the highest dose activity change, negative = inhibition, most hits filed as inhibitors | HEK293T ELG1-luciferase reporter, luminescence, 16 h; DNA damage induced by 5-fluorouridine | 330,000 compounds, 2.3% hits; further: potency means the concentration at half of the fitted maximal effect; on the % scale 0 is the no-effect control and ±100 the full control effect; nearly all actives have a fitted effect of over 55% in size
#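 HEK293T cells expressing luciferase-tagged ELG1 (2,000/well) received 5-Fluorouridine plus compound or DMSO for 16 hr at 37 °C. Luciferase was read by ONE-Glo luminescence after 30 min at room temperature.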
# Eya2 inh: Eya2 (human) phosphatase inhibition. 330,000 compounds, 0.006% hits. O00167. Potency, µM (doses to about 76.9 µM), for inactives: top-dose activity, negative = inhibition, most hits filed as inhibitors. recombinant Eya2, OMFP fluorescence dephosphorylation (OMFP is methylfluorescein phosphate). AID 488837; further: potency means the concentration at half of the fitted maximal effect; on the % scale 0 is the no-effect control and ±100 the full control effect
# Target sequence (O00167 whole entry, looked up): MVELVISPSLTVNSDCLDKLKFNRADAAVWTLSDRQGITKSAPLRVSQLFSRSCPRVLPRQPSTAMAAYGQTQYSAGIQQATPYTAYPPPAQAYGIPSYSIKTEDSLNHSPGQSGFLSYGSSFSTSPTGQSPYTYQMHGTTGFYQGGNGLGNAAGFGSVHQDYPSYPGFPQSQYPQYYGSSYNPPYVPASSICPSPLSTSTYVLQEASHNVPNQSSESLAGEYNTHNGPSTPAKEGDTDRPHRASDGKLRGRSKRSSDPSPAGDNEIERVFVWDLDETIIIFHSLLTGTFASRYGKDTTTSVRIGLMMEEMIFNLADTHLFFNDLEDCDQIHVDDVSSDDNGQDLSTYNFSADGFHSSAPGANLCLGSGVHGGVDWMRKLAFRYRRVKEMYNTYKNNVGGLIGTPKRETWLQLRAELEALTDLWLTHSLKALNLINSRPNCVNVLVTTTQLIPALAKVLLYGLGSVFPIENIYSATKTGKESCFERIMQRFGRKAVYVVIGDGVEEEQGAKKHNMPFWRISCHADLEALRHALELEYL
#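 Eya2 (0.2 uM) preincubated 10 min at ambient with compound, then OMFP substrate added at 50 uM; 10 min reaction in 50 mM HEPES pH 7.5, 50 mM NaCl, 5 uM MgCl2, 0.05% BSA, 1 mM DTT. Fluorescence read at Ex 485/Em 525 nm.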
# a7 integrin act: activates integrin-mediated alleviation for muscular dystrophy; alpha7betagal myoblasts, beta-gal FDG fluorescence, 48 h; Potency, µM (series often up to 38.3 µM), inactives show top-dose activation, usual class: activators; 350,000 compounds, 0.064% hits; AID 624291;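 further: potency means the concentration at half of the fitted maximal effect; 100% = response of the positive control SU9516; nearly all actives have a fitted effect of over 60% in size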
#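 Alpha7betagal+/- myoblasts (passage 13) were plated 16-24 hr, then exposed to compounds (1:260 dilution of DMSO stock) for 48 hours at 37C. After MPER lysis, β-galactosidase reporter activity was read as FDG fluorescence (ex 480/em 540) after 30 minutes.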
# ASM inhibitor: blocks human secretory acid sphingomyelinase; Potency, µM (top dose mostly 57.5 µM), for inactives: top-dose activity change, negative = inhibition, actives largely listed as inhibitors; 340,000 compounds, 0.006% hits; placental ASM, HMU-PC fluorogenic substrate, 60 min; further: potency means the concentration at half of the fitted maximal effect
#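 Human placenta-derived ASM preincubated with compound 10 min at room temperature, then reacted with 9 uM (final) fluorogenic HMU-PC substrate for 60 min at 37 C. Stop solution raises pH to 10; fluorescence read at Ex 386/Em 447 nm.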
# TCR act: activators of T cell receptors. primary human leukocytes, anti-CD3, IL-2 HTRF, 48 h. Potency, µM (titrated, usually from 9.22 µM), for inactives: top-dose activation of IL-2 secretion, usual class: activators. 330,000 tested, under 10 active; further: % of control where 0% means no effect
#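 HTRF read-out of IL-2 secretion: europium cryptate donor excited at 320nm, d2 acceptor emission at 665nm. Cells were primary human leukocytes incubated 48 hr with compounds and a-CD3 beads, supplying TCR signal only.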
# Mito fusion act: blocks mitochondrial division or promotes mitochondrial fusion; S. cerevisiae fusion-defective mutant growth rescue, CellTiterGlo 48 h; Potency, µM (titrated, usually from 46.1 µM), for inactives: top-dose growth rescue (activation), hits mostly activators; 320,000 compounds, 0.23% hits;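 further: potency means the concentration at half of the fitted maximal effect; % of control where 0% means no effect; nearly all actives have a fitted effect of over 45% in size; temperature-sensitive fusion mutants such as fzo1-1 at 37 °C on non-fermentable ethanol glycerol medium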
#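 Luminescent cell viability in 1536-well qHTS format served as the measure of rescued growth in ts fusion-mutant S. cerevisiae cultured on non-fermentable YPEG for 48 hours at 37C.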
# TSHR antag: antagonists of human thyroid stimulating hormone receptor; P16473; TSHR-expressing cells, TSH-stimulated cAMP HTRF, 2 h; hits give low values; activity change, negative = inhibition, % at 11.5 µM; 330,000 compounds, 0.2% hits;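 active means activity change below a set negative limit, meaning inhibition stronger than a set level, cut at about -70% in these data; inconclusive means activity change between two set negative limits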; further: on the % scale 0 is the no-effect control and ±100 the full control effect
#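 Cell-based HTRF cAMP assay; TSHR cells + compound, TSH EC80 (4nM final), 2 h, 37 deg C. Lysis with anti-cAMP cryptate and cAMP-d2, 30 min RT, read 665/620 nm.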
# TSG101-PTAP inh: blocks PTAP/TSG101 interaction to inhibit HIV-1 budding; Q99816; Fluorescence polarization, FITC-PTAP peptide / Tsg101 binding; Potency, µM (series often up to 115 µM), without a hit: top-dose activity change, negative = inhibition, usual class: inhibitors; 340,000 tested, under 10 active; active means well fitted inhibition curve with a large enough effect in the main read-out, with a control signal flat, not every such curve was filed as active; inconclusive means small, poorly fitted or top-dose-only effect, or effect the other way, or a change in a side signal; inactive means no such curve, though single readings can be large or run the other way; further: potency means the concentration at half of the fitted maximal effect; % of control where 0% means no effect
# Target sequence (Q99816 whole entry, looked up): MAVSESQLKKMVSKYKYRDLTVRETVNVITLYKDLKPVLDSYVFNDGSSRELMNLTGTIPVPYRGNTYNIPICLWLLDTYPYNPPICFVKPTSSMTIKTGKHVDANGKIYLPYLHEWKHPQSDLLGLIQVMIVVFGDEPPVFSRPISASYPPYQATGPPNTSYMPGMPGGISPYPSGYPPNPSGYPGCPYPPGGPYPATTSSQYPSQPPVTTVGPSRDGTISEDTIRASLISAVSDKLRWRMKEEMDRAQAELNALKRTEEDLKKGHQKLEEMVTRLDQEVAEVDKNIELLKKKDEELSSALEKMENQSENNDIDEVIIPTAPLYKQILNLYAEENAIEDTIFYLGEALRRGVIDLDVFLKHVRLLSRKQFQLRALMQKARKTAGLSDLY
#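 FP read-out: FITC-PTAP peptide, 50 nM final, binding Tsg101 binding domain, 10 uM final; 20 min, r.t.; 10 mM HEPES pH 7.5, 0.15 M NaCl, 0.01% Tween 20, 3 mM EDTA, 0.1 mM TCEP.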
# A-T KAP1 phos: potential ataxia-telangiectasia treatments restoring KAP-1 phosphorylation; […] A-T fibroblasts, KAP-1 phosphorylation AlphaLISA; neocarzinostatin DNA damage 30 min before lysis; Potency, µM (highest dose often 57.5 µM), for the others: top-dose activation, usual class: activators; 320,000 compounds, 0.19% hits; AID 485349; further: potency means the concentration at half of the fitted maximal effect; % of control where 0% means no effect; nearly all actives have a fitted effect of over 45% in size
#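 ATM-like activity read as KAP-1 phosphorylation via AlphaLISA donor/acceptor antibody pairs after lysis and 6 hr at 25C. Cells were ATM-null patient fibroblasts ([…], hTERT), dosed 60 min, then exposed to the DSB inducer NCS for 30 min.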
# Numbers without * were called inactive; i = inactive; ? = inconclusive; . = no result given; [ ] = dose if it differs, or a comment. Unless noted, the call rests on the fitted dose curve; in most records, active means well fitted curve in the direction sought with a large enough effect; inconclusive means small, poorly fitted or top-dose-only effect, or another doubt; inactive means no such curve, though single readings can be large; an effect the other way counts as inactive or inconclusive. Not a hit list; any-hit rate near 3.2%.
SMILES,Tb PFK block,Chronic BCR inh,ELG1 DNA repair,Eya2 inh,a7 integrin act,ASM inhibitor,TCR act,Mito fusion act,TSHR antag,TSG101-PTAP inh,A-T KAP1 phos
O=C(CSc1ccccc1C(=O)O)c1ccc([N+](=O)[O-])cc1,-2%,9%,24%,3%,-7%,4%,-6%,2%,-11,-1%,-3%
O=c1cc(-c2ccccc2)nc2c(-c3ccccc3)c(C(F)(F)F)[nH]n12,1%,4%,?,1%,6%,.,0%,1%,-50,-6%,8%
Cc1ccsc1/C=N/NC(=O)CO,3%,0%,?,8%,-1%,6%,-7%,5%,-5,-2%,-1%
O=C(Nc1nnc(CCc2ccccc2)s1)c1ccco1,-9%,8%,?,-19%,1%,34%,-6%,1%,-1,-3%,2%
COC(=O)CCC(NC(=O)c1cc(-c2ccc3c(c2)OCCO3)oc1C)C(=O)OC (stereo not drawn),2%,?,9%,-1%,-24%,1%,1%,-3%,-13,-11%,-2%
Cn1cc(SCC(=O)N2CCN(c3ccccc3)CC2)c2ccccc21,2%,-10%,-10%,29%,2%,-1%,-9%,1%,3,-5%,6%
O=C(CNC(=O)c1ccc(F)cc1)N/N=C/c1cn[nH]c1-c1ccccc1,1%,2%,0%,1%,29%,-2%,-2%[46.1 µM],-5%,-6,-1%,-3%
CCCNC(=O)c1ccc(N(Cc2ccccc2)S(C)(=O)=O)cc1,1%,?,-2%,5%,24%,-4%,0%,-2%,-1,-3%,2%
CC(C)c1ccc2oc(=O)cc(CN3CCN(c4ccc(F)cc4)CC3)c2c1,-1%,-2%,?,-6%,-14%,-21%,12%,-8%,-12,-3%,-11%
Nc1nnc(SCC(=O)OCC(=O)c2ccccc2)s1,1%,8%,2%,-8%,21%,2%,1%,32µM*,0,1%,-5%
COc1ccc(CC(=O)Nc2cc(C)ccc2O)cc1OC,3%,-12%,?,23%,7%,2%,4%,3%,1,2%,27%
CCCCn1c(SCC(=O)c2ccccc2)nc2c1c(=O)[nH]c(=O)n2C,0%,?,-24%,4%,-4%,-2%,7%,1%,-2,-1%,-9%
CC(c1ccccc1)N1C(=O)c2cccnc2C1=O (stereo not drawn),2%,1%,-1%,-5%,-4%,1%,.,-1%,2,1%,-2%
CC(=O)N1CC(C)Oc2ccc(S(=O)(=O)NC(CC(=O)O)c3cc(C)ccc3C)cc21 (stereo not drawn),-2%,0%,1%,3%,?,2%,-1%,-9%,-4,-4%,0%
COc1ccc(/C=C(/NC(=O)c2ccccc2)C(=O)N2CCCC2)cc1,2%,5%,2%,11%,0%,0%,-2%,14%,0,-2%,-2%
CCOC(=O)c1cnn(-c2nc(OCC)cc(OCC)n2)c1C,-2%,-2%,?,-1%,11%,-3%,-3%[46.1 µM],7%,-7,-4%,9%
O=C(COC(=O)/C=C/c1cccc(Br)c1)Nc1cccc(S(=O)(=O)NC2=NCCC2)c1,-3%,-1%,-14%,4%,?,-8%,66%,1%,11,-3%,0%
N#CCSc1nnc2c(Cl)cc(Cl)cn12,-2%,-3%,7%,-10%,-14%,4%,-3%,2%,4,-8%,13%
COc1ccc(C(=O)CN2C(=O)C(C)(C)Oc3ccc(C(=O)N4CCCCCC4)cc32)cc1,6%,-3%,?,7%[15.4 µM],-10%,-3%,0%,2%,-17,2%,0%
CCOC(=O)c1ccc(NC(=O)CN2CCN(C(=O)C3CCCO3)CC2)cc1 (stereo not drawn),0%,1%,2%,-4%,-7%,.,-4%,0%,2,1%,7%
O=C(COC(=O)c1ccccn1)Nc1ccc2c(c1)OCCO2,-6%,-3%,?,-2%,9%,0%,-2%,.,-2,-1%,7%
CCc1ccc(C(=O)Nc2cccnc2Oc2ccc(Cl)cc2)cc1,0%,?,?,5%,-9%,-9%,0%,-1%,-5,-6%,21%
O=C(O)c1ccc(N=Nc2c(O)[nH]c3ccccc23)cc1,-1%,?,?,11%,-5%,-14%,6%,-8%,26,-4%,9%
COCCCNC(=O)C(=O)NCC(c1ccco1)N1CCN(c2ccc(OC)cc2)CC1 (stereo not drawn),0%,4%,-5%,2%,16%,2%,-2%,-1%,-12,-1%,0%

# Sorted by SMILES length (largest number first): part of the list above
SMILES,Tb PFK block,Chronic BCR inh,ELG1 DNA repair,Eya2 inh,a7 integrin act,ASM inhibitor,TCR act,Mito fusion act,TSHR antag,TSG101-PTAP inh,A-T KAP1 phos
O=c1cc(-c2ccccc2)nc2c(-c3ccccc3)c(C(F)(F)F)[nH]n12,1%,4%,?,1%,6%,.,0%,1%,-50,-6%,8%
O=C(CSc1ccccc1C(=O)O)c1ccc([N+](=O)[O-])cc1,-2%,9%,24%,3%,-7%,4%,-6%,2%,-11,-1%,-3%
Nc1nnc(SCC(=O)OCC(=O)c2ccccc2)s1,1%,8%,2%,-8%,21%,2%,1%,32µM*,0,1%,-5%

# Profiles from above. Order of screens: Tb PFK block | Chronic BCR inh | ELG1 DNA repair | Eya2 inh | a7 integrin act | ASM inhibitor | TCR act | Mito fusion act | TSHR antag | TSG101-PTAP inh | A-T KAP1 phos
# CCOC(=O)c1ccc(NC(=O)CN2CCN(C(=O)C3CCCO3)CC2)cc1 (stereo not drawn) is listed with 0% | 1% | 2% | -4% | -7% | . | -4% | 0% | 2 | 1% | 7%
# O=C(COC(=O)/C=C/c1cccc(Br)c1)Nc1cccc(S(=O)(=O)NC2=NCCC2)c1 is listed with -3% | -1% | -14% | 4% | ? | -8% | 66% | 1% | 11 | -3% | 0%

# Following part:
SMILES,Tb PFK block,Chronic BCR inh,ELG1 DNA repair,Eya2 inh,a7 integrin act,ASM inhibitor,TCR act,Mito fusion act,TSHR antag,TSG101-PTAP inh,A-T KAP1 phos
Cc1ccccc1S(=O)(=O)NCc1ccc(N2CCN(C)CC2)cc1,1%,12%,3%,?,1%,3%,-2%,-6%,-4,0%,3%
O=C(COC(=O)c1ccco1)NC1CCCCC1,-3%,-9%,4%,-15%,23%,5%,0%,2%,-12,-3%,-3%
CC(C)(C)c1cc(C(=O)Nc2ccccc2)ccn1,-4%,-15%,-10%,2%,-17%,-2%,-3%[46.1 µM],6%,5,-1%,-5%
CCCc1cc(=O)[nH]c(SCc2cc(=O)oc3c(C)c(C)ccc23)n1,0%,6%,10%,-20%,-15%,4%,6%[46.1 µM],0%,-12,0%,12%
COC(=O)C1=CN(Cc2ccc(C)cc2)C=C(C(=O)OC)C1c1ccc(F)c(F)c1,6%,6%,-2%,-12%,-5%,i,1%,1%,-12,-4%,?
CCOc1ccc(OCC)c(S(=O)(=O)NCc2ccccc2)c1,-1%,?,-15%,5%,-9%,1%,-1%,-2%,-2,-1%,3%
CC1(C)Cc2nc3sc4c(N(CCO)CCO)ncnc4c3cc2CO1,-5%,-16%,0%,-1%,-3%,38%[activator],2%,-2%,3,-7%,-2%
CCN1CCCC1CNC(=O)c1cc2cc(OC)c(OC)cc2[nH]1 (stereo not drawn),1%,?,?,9%,-1%,4%,4%,10%,3,-1%,3%
COc1ccc(S(=O)(=O)Nc2ccc(S(=O)(=O)Nc3nc(C)cc(C)n3)cc2)cc1OC,-5%,-1%,3%,8%,18%,7%,1%,4%,5,-3%,5%
COc1ccc(Cl)cc1NC(=O)COC(=O)C1COc2ccccc2O1 (stereo not drawn),-3%,-1%,25%,5%,2%,-7%,1%,1%,7,-4%,-1%
O=C(O)CCNC(=O)c1cncc(Br)c1,5%,-11%,-1%,4%,-6%,1%,2%,-1%,5,-4%,.
Cc1ccc(NC(=O)Nc2nnc(Cc3ccc([N+](=O)[O-])cc3)s2)cc1C,3%,19%,8%,-8%,38%,-4%,0%[46.1 µM],0%,-4,-7%,-1%
ON1C(c2ccccc2)CC2(O)c3nonc3CCC12 (stereo not drawn),3%,4%,-1%,-22%,9%,3%,.,-1%,-5,-7%,2%
